Assay outcomes from PubChem.
Nrf2 ARE act – qHTS of Nrf2 Activators. Potency, µM (doses to about 46.1 µM), for the others: at the highest dose activation, usual class: activators. AREc32 ARE-luciferase reporter (MCF7-derived line), luminescence, 24 h. actives 0.31% (n = 410,000); further: potency means the concentration at half of the fitted maximal effect; % of control where 0% means no effect; nearly all actives have a fitted effect of over 65% in size
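Quantitative high-throughput format: AREc32 reporter cells, 1000 per well, received compound by pin transfer and were incubated 24 hr at 37 deg C, 5% CO2, before Steady-Glo luminescence detection.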
TGFb inhibitor – qHTS for Inhibitors of TGF-b; HepG2 CAGA-GFP TGF-b/SMAD3 reporter, GFP fluorescence, 18 h; TGF-beta stimulated, 500 pg/mL final; Potency, µM (highest dose often 46.1 µM), for the others: top-dose activity, negative = inhibition, most hits filed as inhibitors; actives 1.2% (n = 410,000); AID 588855, 2011; further: potency means the concentration at half of the fitted maximal effect; on the % scale 0 is the no-effect control and ±100 the full control effect; nearly all actives have a fitted effect of over 65% in size
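Using HEPG2 CAGA-GFP reporter cells at 1000 cells/well, we pinned test compounds, stimulated with recombinant TGF-beta (500 pg/mL final) and measured total well GFP after 18 h.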
HepG2 viability – qHTS for Inhibitors of TGF-b: Cytotox Counterscreen; HepG2 CAGA-GFP viability, ATP luminescence, 18 h; Potency, µM (highest dose often 46.1 µM), for the others: at the highest dose activity change, negative = cytotoxicity, hits mostly cytotoxic; actives 0.76% (n = 410,000); AID 588856, 2011; further: potency means the concentration at half of the fitted maximal effect; some results filed as inactive show a strong effect at the top dose
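HepG2 CAGA-GFP cells (1000/well, DMEM with 1% FBS) received compound, then TGF-beta at 500 pg/mL final, and were incubated 18 hours at 37 degrees C. Viability was read by CellTiter-Glo luminescence. Media-only wells were set as complete cell-killing and DMSO as no toxicity.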
CCT chaperon mod – High-Throughput Screening for Modulators of Cytosolic Chaperonin Activity; activity change, % (concentration not given with the values), hits read low; purified chaperonin ATPase assay, HTRF ADP detection, 30 min; AID 651819, 2012; actives 0.3% (n = 360,000); in the data active means activity change below about -30%; further: on the % scale 0 is the no-effect control and ±100 the full control effect
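Enzyme 40 or 20 nM (batch-dependent) in Tris pH 7.4/KCl/MgCl2/DTT; cpd 76 uM single point; ATP 10 uM; 30 min 37 °C; Transcreener ADP HTRF detection, 30 min RT; ratio 665/615.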
Mm-Cpn inhibitor – Inhibitors of TCP-1 ring complex (TRiC) of Methanococcus maripaludis (MmCpn): qHTS | AID 504842, 2011 | actives 0.031% (n = 330,000) | purified Mm-Cpn ATPase, ADP Transcreener TR-FRET | Potency, µM (series often up to 76.9 µM), for inactives: at the top dose activity, negative = inhibition, actives largely listed as inhibitors; further: potency means the concentration at half of the fitted maximal effect; on the % scale 0 is the no-effect control and ±100 the full control effect; nearly all actives have a fitted effect of over 80% in size
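Purified archaeal Mm-CPN (25nM final) preincubated 10 min at 37degC with compound, then 10uM ATP for 30 min at 37degC; ADP measured by HTRF Transcreener TR-FRET; buffer 30 mM TRIS pH 7.4, 100mM KCl, 5mM MgCl2, 1mM DTT.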
Nrf2 block – Nrf2 qHTS screen for inhibitors; Potency, µM (top dose mostly 46 µM), without a hit: at the highest dose activity change, negative = inhibition, most hits filed as inhibitors; A549 ARE-Fluc reporter, luciferase luminescence, 18-24 h; actives 2.1% (n = 360,000); further: potency means the concentration at half of the fitted maximal effect; on the % scale 0 is the no-effect control and ±100 the full control effect; nearly all actives have a fitted effect of over 60% in size
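Concentration-response testing used A549 ARE_Fluc cells at 5000 cells/well. Following an 18-24 h compound incubation, viability was read by fluorescence (Ex 405/Em 525) and luciferase output by luminescence.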
pAkt inh – HTS Assay for Inhibitors of Akt Phophorylation: Primary Screen; activity change, % for hits at 50 µM; Neuro2A IGF-stimulated pAkt S473 HTRF, 20 min; stronger effect = lower value; actives 0.32% (n = 360,000); in the data active means activity change below about -80%; inconclusive means mostly about -51% to -80%; further: on the % scale 0 is the no-effect control and ±100 the full control effect
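Neuro2A cells (4,500/well, DMEM with 0.5% FBS) were treated with compound at a single 50 µM final concentration, stimulated with 6 nM IGF for 20 min at 37 °C, and lysed. Phospho-Akt Ser473 was read by HTRF as 665/615 ratio ×10^4.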
A549 tox – Nrf2 qHTS screen for inhibitors: counterscreen for cytotoxicity; actives 0.16% (n = 390,000); Potency, µM (titrated, usually from 46 µM), inactives show at the highest dose activity change, negative = cytotoxicity, hits mostly inhibitors; A549 ARE-Fluc cells, CellTiter-Fluor viability, 18-24 h; further: potency means the concentration at half of the fitted maximal effect; on the % scale 0 is the no-effect control and ±100 the full control effect
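A549 ARE-Fluc cells in 5% FBS OPTI-MEM, 5000 cells/well, rested 2 h then exposed to compounds in concentration-response for 18-24 h at 37 °C. Viability by CellTiter-Fluor fluorescence (Ex 405/Em 525) after 30 min; luciferase luminescence (BugLite, 15 min, RT) read afterwards.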
S2 tox – Viability Counterscreen for Primary qHTS for Inhibitors of ATXN expression; S2 cells (HEK-293 line with an ATXN2-luciferase reporter) viability, CellTiter-Fluor protease fluorescence, 24 h; actives 0.49% (n = 400,000); Potency, µM (titrated, usually from 56.7 µM), actives largely listed as cytotoxic; further: potency means the concentration at half of the fitted maximal effect; nearly all actives have a fitted effect of over 40% in size
Numbers without * were called inactive; i = inactive; ? = inconclusive; . = no result given; & = joins results of further samples; [ ] = remark or other dose. Unless noted, the call rests on the fitted dose curve; in most records, active means well fitted curve in the direction sought with a large enough effect; inconclusive means small, poorly fitted or top-dose-only effect, or another doubt; inactive means no such curve, though single readings can be large; an effect the other way counts as inactive or inconclusive. Rows are unselected; overall some 4.4% were active at least once.

no.	molecule	Nrf2 ARE act	TGFb inhibitor	HepG2 viability	CCT chaperon mod	Mm-Cpn inhibitor
1	O=C(CNC(=O)c1ccc(Br)o1)NNC(=O)COc1ccccc1Cl	0.5%	-1%	0%	-1.6	1%
2	C=C1C(=O)O[C@H]2[C@H]1[C@@H](O)CC(=C)[C@@H]1CC(=O)[C@@H](C)[C@H]21	-2.8%	-4%	0%	1.2	0%
3	C/C=C/C(=O)[C@@H](C)[C@@H](/C=C/C[Si](C)(C)C)c1ccccc1	.	-9%	4%	.	.
4	CC(C=Cc1ccccc1)=NNS(=O)(=O)c1ccc([N+](=O)[O-])cc1	2.5%	-2%	-2%	-2.2	.
5	O=C(Nc1cccs1)Nc1ccc(F)cc1F	14%&12%	-21%&-15%	-33%&-24%	-0.4	0%
6	CC1CCCC(C)N1C(=O)COC(=O)CNC(=O)c1ccccc1F (stereo not drawn)	-0.9%	3%	20%	-1.4	2%
7	O=C(NCC(c1ccco1)S(=O)(=O)c1cccs1)c1ccccc1F (stereo not drawn)	8.8%	9%	0%	.	.
8	CN(C)S(=O)(=O)c1cc(NC(=O)COC(=O)CC2CC3CCC2C3)ccc1Cl (stereo not drawn)	1.8%	22%	-27%	-1.9	0%
9	O=C(COc1ccc(S(=O)(=O)N2CCCC2)cc1Cl)NCc1ccc2c(c1)OCO2	-0.6%	-8%	-20%	-3.8	-1%
10	Cc1ccc(CNC(=O)Cn2c(=O)n(Cc3ccc(F)cc3)c(=O)c3sc4ccccc4c32)cc1	0.4%	3%	6%	.	.
11	O=C(N/N=C/c1c[nH]c2ccccc12)c1cccc([N+](=O)[O-])c1	7.4%[9.22 µM]	27%	28%	-0.6	2%
12	CCC1(c2ccccc2)NC(=O)N(CC(=O)NCc2ccc(F)cc2)C1=O (stereo not drawn)	-0.2%	5%	-8%	-0.1	0%

no.	Nrf2 block	pAkt inh	A549 tox	S2 tox
1	-4%	i	-4%	i
2	-1%	i	-17%	?
3	14%	.	13%	.
4	-16%	i	-14%	i
5	?	i	10%&-2%	i
6	17%	i	-2%	i
7	.	.	1%	.
8	-1%	i	-13%	i
9	-19%	i	2%	i
10	3%	.	3%	i
11	5%	i	2%	i
12	26%	i	2%	i

Next structures follow:
no.	molecule	Nrf2 ARE act	TGFb inhibitor	HepG2 viability	CCT chaperon mod	Mm-Cpn inhibitor
13	O=C(NNS(=O)(=O)c1ccc(Cl)cc1)c1cccc(S(=O)(=O)N2CCOCC2)c1	-0.5%	-14%	14%	-0.9	0%
14	CC(C)NC(=O)Nc1cccs1	0.4%	?	-1%	-3.2	0%
15	COc1ccccc1C(=O)N1CCN(Cc2ccc3c(c2)OCO3)CC1	-1.0%	8%	-17%	1.8	?
16	Cc1c(C(=O)NCc2ccoc2)oc2ccc3c(c12)C(=O)CC(C)(C)O3	14%	-1%	10%	0.1	-2%
17	Cc1ccc(OC(C)C(=O)N/N=C/c2ccccn2)cc1 (stereo not drawn)	0.8%	23%	-12%	0.6	1%
18	O=C(NNC(=S)Nc1ccc(F)cc1)c1ccccc1OC(F)F	2.9%	-1%	-52%	-3.4	-1%
19	CCOC(=O)Cn1nc(C)c(NC(=O)COc2ccc(OC)cc2)c1C	0.2%&-0.1%	-4%&8%	-15%&-1%	-2.9	-1%
20	CC(=O)Nc1ccc(S(=O)(=O)NCC(=O)OCC(=O)N2CCc3ccccc32)cc1	0.4%	-1%	-2%	-0.8	-2%
21	Cc1cccc(OCc2nnc(SCCC(=O)O)n2-c2ccccc2)c1	0.1%	-11%	5%	-2.9	2%
22	CCc1ccc(C2=NN(CCC(=O)NCCc3ccc(Cl)cc3)C(=O)CC2)cc1	6.7%	?	-26%	.	.
23	COCCN1CCN(C(=O)c2cc(COc3ccc(F)cc3F)on2)CC1	0.3%	1%	52%	-4.1	2%
24	O=C(Nc1cccnc1Cl)c1ccc(=O)oc1	-0.5%	23%	2%	1.5	0%

no.	Nrf2 block	pAkt inh	A549 tox	S2 tox
13	-22%	i	?	i
14	4%	i	-7%	i
15	21%	i	1%	i
16	?	i	-13%	i
17	-20%	i	0%	i
18	.	i	-1%	i
19	6%&8%	i	-7%&3%	i
20	23%	i	8%	i
21	?	i	3%	i
22	.	.	-14%	.
23	-7%	i	1%	i
24	0%	i	0%	i

An excerpt of these results, field by field.
17. Cc1ccc(OC(C)C(=O)N/N=C/c2ccccn2)cc1 (stereo not drawn)
  Nrf2 ARE act = 0.8%
  TGFb inhibitor = 23%
  HepG2 viability = -12%
  CCT chaperon mod = 0.6
  Mm-Cpn inhibitor = 1%
  Nrf2 block = -20%
  pAkt inh = i
  A549 tox = 0%
  S2 tox = i
18. O=C(NNC(=S)Nc1ccc(F)cc1)c1ccccc1OC(F)F
  Nrf2 ARE act = 2.9%
  TGFb inhibitor = -1%
  HepG2 viability = -52%
  CCT chaperon mod = -3.4
  Mm-Cpn inhibitor = -1%
  Nrf2 block = .
  pAkt inh = i
  A549 tox = -1%
  S2 tox = i
19. CCOC(=O)Cn1nc(C)c(NC(=O)COc2ccc(OC)cc2)c1C
  Nrf2 ARE act = 0.2%&-0.1%
  TGFb inhibitor = -4%&8%
  HepG2 viability = -15%&-1%
  CCT chaperon mod = -2.9
  Mm-Cpn inhibitor = -1%
  Nrf2 block = 6%&8%
  pAkt inh = i
  A549 tox = -7%&3%
  S2 tox = i

(continued)
no.	molecule	Nrf2 ARE act	TGFb inhibitor	HepG2 viability	CCT chaperon mod	Mm-Cpn inhibitor
25	COc1ccc(/C(N)=N/OC(=O)CC2CCCCC2)cc1	3.1%	-6%	6%	0.4	1%
26	Nc1c(Cl)cc(-c2[nH]c3cc(C(=O)NCCO)ccc3c(=O)c2O)cc1Cl	-0.2%	?	-8%	-3.5	-8%
27	CC(CNC(=O)c1csc2c1CCCCC2)c1ccccc1 (stereo not drawn)	6.4%	?	-50%	.	.
28	COc1cc(NC(=O)c2ccc3c(c2)OCCO3)ccc1NC(=O)c1ccco1	-0.9%	-6%	-10%	1.1	-6%
29	Cc1cccc(NC(=O)C2NC(=O)CC2c2ccccc2)c1C (stereo not drawn)	0.7%	15%	-34%	0.1	1%
30	CCn1nc(NS(=O)(=O)c2ccc(NC(C)=O)cc2)c2cc3cc(C)ccc3nc21	5.1%	-1%	1%	-0.9	-4%
31	CCOC(=O)N1CCC(NS(=O)(=O)c2ccc(C)cc2)CC1	-0.1%	13%	9%	3.1	-2%
32	COc1ccc2cc(CCNC(=O)c3cccc([N+](=O)[O-])c3)c(=O)[nH]c2c1	-0.5%	4%	-7%	0.2	1%
33	O=C(O)c1ccnc(C(=O)O)c1	-0.1%	0%	0%	-0.4	-5%
34	CC(=O)Nc1c(Cl)cc2c(c1Cl)Cc1cc(N)ccc1-2	6.4%	0%	-8%	-0.8	.
35	O=C(NCC(c1ccco1)N1CCc2ccccc21)c1ccccc1Cl (stereo not drawn)	-1.0%	-14%	1%	-0.2	1%
36	O=C(COC(=O)c1ccc2c(c1)OCCO2)NCc1ccc(Cl)cc1	-1.2%	2%	-2%	0.3	.

no.	Nrf2 block	pAkt inh	A549 tox	S2 tox
25	12%	i	-1%	?
26	2%	i	-4%	.
27	?	.	7%	i
28	-12%	i	2%	i
29	-1%	i	3%	i
30	?	i	-12%	i
31	-20%	i	5%	.
32	?	i	-10%	?
33	10%	i	2%	i
34	8%	i	10%	i
35	-6%	i	-4%	i
36	.	i	.	?

Going on with the list:
no.	molecule	Nrf2 ARE act	TGFb inhibitor	HepG2 viability	CCT chaperon mod	Mm-Cpn inhibitor
37	Cc1cccc(C(=O)Nc2ccc(S(=O)(=O)N3CCCCC3c3cccnc3)cc2)c1 (stereo not drawn)	5.5%	0%	-29%	.	.
38	O=C(O)c1cccc(S(=O)(=O)Nc2ccccc2Cl)c1	-0.7%	2%	20%	1.1	2%
39	COc1ccc(CCNC(=O)CCc2ccccc2O)cc1OC	-0.3%	-2%	-1%	-0.9	4%
40	CCCn1c2c(c(O)c(C(=O)NCc3ccccc3)c1=O)CCCC2	-0.3%	12%	-14%	-4.2	-7%
41	O=C(CCc1nc2ccccc2s1)N1CCN(c2ccccc2)CC1	0.6%	?	-10%	-1.1	?
42	CC1(C(=O)NS(=O)(=O)C2CC2)CCCN(C(=O)c2ccc(F)cc2Cl)C1 (stereo not drawn)	-0.5%[9.22 µM]	2%	-2%	-1.3	.
43	Cc1ccc(C(C)(C)C)c(OCCCn2ccnc2)c1	0.2%	3%	1%	-1.4	2%
44	CS(=O)(=O)N1CCC(C(=O)Nc2ccc(C(F)(F)F)cc2)CC1	0.7%	0%	-3%	-0.4	0%
45	CCCOc1ccc(CNC(=O)c2ccc3nc(N4CCOCC4)sc3c2)cc1	-0.3%	-19%	2%	-0.5	-2%

no.	Nrf2 block	pAkt inh	A549 tox	S2 tox
37	.	.	-18%	14µM*
38	3%	i	-2%	i
39	10%	i	0%	i
40	-13%	i	0%	i
41	?	i	0%	i
42	.	i	.	i
43	0%	i	-7%	i
44	-1%	i	-4%	i
45	?	i	1%	i
